# Bioassay records deposited in PubChem BioAssay by National Center for Advancing Translational Sciences (NCATS).
# USP1-UAF1 inh – Inhibitors of USP1/UAF1: Primary Screen; Ubiquitin carboxyl-terminal hydrolase 1 (Homo sapiens), O94782; AID 743255, 2014; Potency, µM (series often up to 57.1 µM), without a hit: at the highest dose activity change, negative = inhibition, usual class: inhibitors; recombinant USP1/UAF1, Ub-Rhodamine cleavage fluorescence; 390,000 compounds, 0.23% hits; further: potency means the concentration at half of the fitted maximal effect; on the % scale 0 is the no-effect control and ±100 the full control effect; nearly all actives have a fitted effect of over 60% in size; inactives centre near -12
# Target sequence (O94782 whole entry, looked up): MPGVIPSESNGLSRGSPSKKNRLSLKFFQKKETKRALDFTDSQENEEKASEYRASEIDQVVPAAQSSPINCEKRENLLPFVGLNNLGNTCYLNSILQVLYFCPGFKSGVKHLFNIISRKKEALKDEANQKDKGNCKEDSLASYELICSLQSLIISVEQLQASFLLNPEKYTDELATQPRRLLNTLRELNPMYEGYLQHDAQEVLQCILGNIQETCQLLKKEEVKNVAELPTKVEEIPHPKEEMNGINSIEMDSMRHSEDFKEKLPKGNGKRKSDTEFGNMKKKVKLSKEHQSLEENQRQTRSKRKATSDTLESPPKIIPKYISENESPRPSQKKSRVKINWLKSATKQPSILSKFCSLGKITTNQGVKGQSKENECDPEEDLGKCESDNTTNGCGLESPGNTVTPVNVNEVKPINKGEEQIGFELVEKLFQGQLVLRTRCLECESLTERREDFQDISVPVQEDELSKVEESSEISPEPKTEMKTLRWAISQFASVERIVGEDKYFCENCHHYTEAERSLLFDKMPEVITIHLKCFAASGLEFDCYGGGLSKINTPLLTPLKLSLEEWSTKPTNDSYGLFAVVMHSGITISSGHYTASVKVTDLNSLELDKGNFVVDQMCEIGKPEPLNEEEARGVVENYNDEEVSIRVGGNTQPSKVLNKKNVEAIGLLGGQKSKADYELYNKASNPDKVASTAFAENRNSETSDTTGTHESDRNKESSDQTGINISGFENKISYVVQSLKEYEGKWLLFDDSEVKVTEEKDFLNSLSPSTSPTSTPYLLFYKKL
#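 In this screen, compounds sit with the deubiquitinase complex (1nM) for 15 min at room temperature before Ub-Rho is added at 150nM final. Fluorescence rise is then followed for 6 reads every 60 seconds.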
# TRHR ag – qHTS for Small Molecule Agonists and Allosteric Enhancers of Human TRH Receptor: Primary Screen for Agonists | Thyrotropin-releasing hormone receptor (Homo sapiens), P34981 | TRHR cells, calcium flux fluo-8, FDSS agonist mode | activation, % at 2 µM | 360,000 compounds, 0.18% hits; in the data active means activation above about 30%; further: 0% is about no effect
#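 In this calcium-flux screen, cells bearing human TRHR are dye-loaded with fluo-8, baselined for 10 cycles, then exposed to library compounds; positive kinetic calcium responses during the agonist phase mark hits, with TRH as control.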
# Pin1 inh – qHTS Assay to Find Inhibitors of Pin1; AID 504891, 2011; Pin1 FP peptide displacement, HiFluor488, 10 min; 390,000 compounds, 0.009% hits; Potency, µM (titrated, usually from 115 µM), for inactives: at the top dose activity, negative = inhibition, usual class: inhibitors; active means well fitted inhibition curve with a large enough effect in the polarisation, with a control signal flat, not every such curve was filed as active; inconclusive means small, poorly fitted or top-dose-only effect, or effect the other way, or a change in a side signal; inactive means no such curve, though single readings can be large or run the other way; the % refers to the polarisation; further: potency means the concentration at half of the fitted maximal effect; on the % scale 0 is the no-effect control and ±100 the full control effect
# Target sequence (Q13526 whole entry, looked up): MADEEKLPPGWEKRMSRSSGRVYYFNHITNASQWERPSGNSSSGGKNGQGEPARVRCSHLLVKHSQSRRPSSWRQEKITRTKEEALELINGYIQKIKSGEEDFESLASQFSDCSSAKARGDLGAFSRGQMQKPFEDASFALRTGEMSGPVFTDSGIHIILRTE
# TrxR1 substrate – qHTS Assay for Substrates of Mammalian Selenoprotein Thioredoxin Reductase 1 (TrxR1): qHTS; Thioredoxin reductase 1, cytoplasmic (Rattus norvegicus), O89049; purified TrxR1 substrate turnover, NADPH consumption readout; Potency, µM (highest dose often 114 µM), for inactives: at the top dose activity change, negative = substrate turnover; 390,000 compounds, 0.01% hits; AID 588456, 2011; further: potency means the concentration at half of the fitted maximal effect; on the % scale 0 is the no-effect control and ±100 the full control effect; nearly all actives have a fitted effect of over 50% in size
#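 Rat TrxR1, dispensed at 90 nM, was prereduced with 400 uM NADPH (final) for 5 min at ~22 deg C, then incubated with compound 15 min before 400 uM selenite. A first-read NADPH fluorescence drop versus no-compound background flagged substrates.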
# mIDH1 inhibitor – qHTS for Inhibitors of mutant isocitrate dehydrogenase 1 (IDH1): qHTS. Potency, µM (highest dose often 76.6 µM), for inactives: top-dose activity change, negative = inhibition, most hits filed as inhibitors. 390,000 compounds, 0.093% hits. IDH1-R132H enzyme, NADPH consumption, diaphorase/resazurin fluorescence. Isocitrate dehydrogenase [NADP] cytoplasmic (Homo sapiens), O75874; further: potency means the concentration at half of the fitted maximal effect; on the % scale 0 is the no-effect control and ±100 the full control effect; nearly all actives have a fitted effect of over 65% in size
#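 IDH1-R132H (0.5 ug/mL dispensed) in pH 7.5 Tris buffer was preincubated 30 min with compound, then given a substrate mix of 0.016 mM NADPH and 2 mM alpha-KG for 80 min at room temperature; remaining NADPH was read by diaphorase/resazurin fluorescence.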
# D2 antagonist – HTS Assay for Allosteric Antagonists of the Human D2 Dopamine Receptor: Primary Screen for Antagonists; D(2) dopamine receptor (Homo sapiens), P14416; HEK293 TREx D2 cells, calcium flux, dopamine EC80; inhibition, % at 10 µM; 340,000 compounds, 2% hits; AID 485344, 2010; in the data active means inhibition above about 30%; further: 0% is about no effect
#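 HEK293 T-REx D2 cells, tet-induced, calcium dye no-wash. Cpd pintool add, 180 s kinetic, then EC80 DA, 180 s kinetic. Ca flux read.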
# TRHR PAM – qHTS for Small Molecule Agonists and Allosteric Enhancers of Human TRH Receptor: Primary Screen for Enhancers; enhancement, % at 2 µM; 360,000 compounds, 0.66% hits; AID 493056, 2011; TRHR cells, fluo-8 calcium fluorescence, EC20 TRH enhancement; Thyrotropin-releasing hormone receptor (Homo sapiens), P34981; in the data active means enhancement above about 30%; further: 0% is about no effect
#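 Enhancer read-out: after compound pinning and an initial kinetic agonist-mode read, an EC20 of TRH (10 nM final) was injected and fluo-8 calcium signal (Ex 480/Em 530) followed at 1 s/cycle for 100 cycles in TRHR-expressing cells.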
# D2 ag – HTS Assay for Allosteric Agonists of the Human D2 Dopamine Receptor: Primary Screen for Agonists; 340,000 compounds, 0.53% hits; HEK293 T-REx D2 cells, calcium flux agonist mode; D(2) dopamine receptor (Homo sapiens), P14416; activation, % at 2 µM;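 active means activation over 3 SD above normal in the single-dose calcium agonist read, cut at about 30% in these data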; further: 0% is about no effect
#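 Tetracycline-induced HEK293 T-REx cells with force-coupled D2 receptor, plated overnight at 30 C, loaded with no-wash calcium dye. After a 10 s baseline, compound was pin-added and calcium flux read kinetically for 180 s; calcium rises flagged agonists.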
# rTrxR1 inhibitor – qHTS Assay for Inhibitors of Mammalian Selenoprotein Thioredoxin Reductase 1 (TrxR1): qHTS; Potency, µM (highest dose often 114 µM), for the others: top-dose activity change, negative = inhibition, usual class: inhibitors; 390,000 compounds, 1% hits; recombinant rTrxR1, NADPH fluorescence consumption, selenite substrate; Thioredoxin reductase 1, cytoplasmic (Rattus norvegicus), O89049; further: potency means the concentration at half of the fitted maximal effect; on the % scale 0 is the no-effect control and ±100 the full control effect; nearly all actives have a fitted effect of over 65% in size
#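 Rat TrxR1 (90 nM in the dispensed reagent) was pre-reduced with 400 uM NADPH for 5 min at room temperature, then incubated with compound for 15 min. After 400 uM selenite was added, NADPH fluorescence (Ex 340/Em 450 nm) was followed for 8 min.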
# An asterisk follows results filed as active; ? = inconclusive; · = no result given; & = joins results of further samples; [ ] = another dose, or the depositor's remark. Unless noted, the call rests on the fitted dose curve; in most records, active means well fitted inhibition curve with a large enough effect; inconclusive means small, poorly fitted or top-dose-only effect; inactive means no such curve, though single readings can be large or run the other way. Some of the compounds tested; the hit share may differ from the screen's.
structure	USP1-UAF1 inh	TRHR ag	Pin1 inh	TrxR1 substrate	mIDH1 inhibitor	D2 antagonist	TRHR PAM	D2 ag	rTrxR1 inhibitor
COc1nc(NCCO)nc(Nc2ccccc2F)n1	-9.5%	-0.4	4.7%	3.5%[57.1 µM]	-0.7%	4.3	-10.6	-0.1	3.0%[57.1 µM]
CC(CNC(=O)CN1C(=O)NC2(CCOc3ccccc32)C1=O)c1ccccc1 (stereo unspecified)	-23.0%	0.5	2.2%	7.2%	-3.4%	10.0	4.6	1.3	28.7%
COc1ccc(OCC(=O)OCCN2C(=O)c3ccccc3C2=O)cc1	-15.9%	-0.6	1.4%	-0.3%	1.1%	20.8	-1.7	-1.3	4.5%
COc1cccc(Nc2nc(C)nc3c2oc2ccccc23)c1	-23.4%	-1.0	16.9%	21.1%[57.1 µM]	3.4%	-1.8	15.1	-2.3	40.9%[57.1 µM]
COC(=O)c1ccc(NC(=O)CN(C)S(=O)(=O)c2ccc(OC)c(C)c2)cc1	-14.0%	-1.5	2.7%	0.4%	0.7%	7.4	-0.1	0.7	-1.0%
O=C(Nc1cccc(C(F)(F)F)c1)Oc1ccccc1N1CCOCC1	-10.0%	0.0	-2.3%	1.1%	-1.0%	-3.4	-0.6	-0.3	24.8%
CC1=CC(C)(C)[N+](C)=CN1c1ccccc1	-3.5%	0.1	-11.3%	4.1%[57.1 µM]	-1.2%	14.4	-1.1	1.4	19.3%[57.1 µM]
O=S(=O)(Nn1cnnc1)c1ccc(F)cc1	-12.2%	-0.2	-0.9%	6.2%[57.1 µM]	5.7%	-0.9	13.6	0.6	17.1%[57.1 µM]
c1ccc(Cn2ncc3c2ncn2c(-c4ccncc4)nnc32)cc1	·	3.6	·	·	·	-16.6	-0.1	1.8	·
CCOC(=O)n1c(=O)n(Cc2ccc(F)cc2)c2ccccc21	-8.5%	-0.4	-1.1%	9.8%[57.1 µM]	10.3%	-4.3	-3.0	-0.6	13.4%[57.1 µM]
COc1ccc(S(=O)(=O)Nc2cccc3c2O[C@H](CN(C)Cc2ccncc2)[C@@H](C)CN([C@H](C)CO)C3=O)cc1	?	·	-5.8%	17.2%	13.1%	·	·	·	9.7%
S=c1[nH]nc(Cc2cccc3ccccc23)n1-c1ccccc1	-10.4%	0.6	-0.3%	-1.1%	13.6%	-13.1	6.3	-0.2	-23.6%
CC1(C)CC2CC(C)(CN2CC(O)c2ccccc2)C1 (stereo unspecified)	-4.1%	-0.1	-6.1%	-3.6%	-2.6%	-5.1	-0.8	-0.7	7.7%
O=C(Nc1ccc(F)c(F)c1)c1ccc(F)c(S(=O)(=O)N2CCC3(CC2)OCCO3)c1	?	0.9&0.9	-7.0%&-1.8%	2.4%[11.4 µM]	-1.2%&-13.2%	5.8	10.9&-1.8	1.8&0.2	14.7%[11.4 µM]
Cc1ccc(/C=C/C(=O)Nc2ccncc2)o1	-3.1%	0.0	-1.4%	-16.9%	1.1%	-2.9	-3.2	0.4	79.4µM*
CCOC(=O)c1c(C)c2c(=O)[nH]cnc2n1-c1ccccc1	-4.1%	-1.4	0.1%	-4.1%	6.5%	-3.3	-0.4	-1.6	13.1%
O=C(Nc1ccccc1OC(F)F)c1ccc(-n2cncn2)c([N+](=O)[O-])c1	-17.8%	-0.1	-3.8%	-5.0%	15.7%	8.1	1.7	0.2	-2.4%
CCn1c(=O)c(C(C)=O)nc2ccccc21	-15.8%	0.0	?	8.2%[57.1 µM]	8.9%	32.8*	-6.4	-0.1	18.3%[57.1 µM]
CCCCc1ccc(NC(=O)c2ccc(NS(C)(=O)=O)cc2)cc1	-24.3%	0.2	-4.7%	12.1%	-9.6%	1.8	6.2	-0.3	23.8%
COc1cccc(CNC(=O)Cc2c(C)c3c(cc(C)c4c(C)coc43)oc2=O)c1	-0.3%	0.7	0.1%	-0.8%	4.0%	·	-2.1	·	6.9%
CCn1cc(C(=O)OCC(=O)c2ccc(Cl)cc2)c(=O)c2ccc(C)nc21	-10.0%	0.8	0.7%	4.4%[57.1 µM]	-0.4%	6.1	-0.7	-0.8	14.2%[57.1 µM]
COc1cccc(NC(=O)[C@@H]2CCCN2C(=O)[C@@H]2Cc3ccccc3CN2C(=O)OC(C)(C)C)c1	-25.1%	0.8	-4.7%	4.8%	-0.2%	27.7	-7.2	0.1	9.1%
COc1cccc(C(=O)N2CCOCC2)c1OC	-14.4%	0.9	-2.5%	6.5%[57.1 µM]	-6.3%	-8.7	-0.4	0.3	11.5%[57.1 µM]
CCOc1ccc(CN2CCNC(=O)C2CC(=O)NCc2csc(C)n2)cc1 (stereo unspecified)	0.8%	0.0	-12.4%	-3.9%	-3.0%	-5.5	7.3	0.6	-21.0%
COc1ccccc1CN1CCCC(CN(CCN(C)C)C(=O)C2CCCC2)C1 (stereo unspecified)	-2.3%	0.5	-2.4%	5.8%[57.1 µM]	3.2%	-6.2	3.1	3.0	-14.9%
Nc1ccc(Oc2cccc(Oc3ccc(N)cc3)c2)cc1	-18.6%	-0.5	-0.2%	-2.4%	-9.5%	5.4	-3.2	0.7	14.3%
Cc1cccc(Nc2nnc(SCC3CCCCO3)s2)c1C (stereo unspecified)	-5.3%	-1.2	-9.1%	-6.3%	6.7%	-6.1	6.6	-1.7	-6.6%
COC(=O)c1cc(NC(=S)N2CCN(c3ccccn3)CC2)cc(C(=O)OC)c1	-23.8%	-0.4	11.3%	0.5%	-2.1%	0.1	1.6	4.8	10.2%
Cc1cc(C(=O)OCC(=O)Nc2cccc([N+](=O)[O-])c2)c(C)o1	1.9%	·	-11.2%	-1.2%	1.9%	·	·	·	-1.1%
CCCOc1ccc(/C=C/C(=O)Nc2sc3c(c2C(=O)OCC)CCC(C)C3)cc1OC (stereo unspecified)	7.4%	-0.5	-2.8%	-4.7%	-1.5%	·	4.3	0.7	3.4%
CCOC(=O)c1c[nH]c2c(C(=O)c3ccccc3)cc(Cl)cc2c1=O	-25.6%	3.2	-0.3%	-1.7%	0.0%	8.7	6.1	-0.1	-1.3%
CC(Sc1nnc(N)s1)C(=O)NNC(=O)c1cccc(Cl)c1 (stereo unspecified)	-16.9%	·	-1.5%	-2.7%	6.3%	·	·	·	0.2%[57.1 µM]
CCn1nc(C)c(CNC(=O)CCc2nnc(Cc3c[nH]c4ccccc34)o2)c1C	-13.2%	-0.7	-0.9%	-5.7%	14.1%	8.0	-3.8	0.3	-10.8%
COC(=O)c1c(NC(=O)/C(C#N)=C/c2ccc(OC)cc2)sc2c1C(C(=O)OC)CC2 (stereo unspecified)	-13.9%	-0.2	-3.6%	4.1%	-10.9%	·	0.2	0.5	-26.1%
CCC/C(=N\NC(=O)CCC(=O)NCc1ccccc1)c1ccccc1	3.6%	-1.6	-7.3%	-5.0%[57.1 µM]	6.3%	-6.9	-5.2	8.0	13.5%[11.4 µM]
CCCCNS(=O)(=O)c1ccc(NC(=O)c2c(-c3ccccc3Cl)noc2C)cc1	-6.1%	1.1	7.3%	-2.8%	-2.5%	·	-2.7	·	3.6%
CCCc1cc(=O)oc2cc(C)cc(OCC(=O)NC(Cc3c[nH]c4ccc(O)cc34)C(=O)O)c12 (stereo unspecified)	-22.8%	-0.4	-6.2%	22.8%	-9.5%	-23.6	-7.2	0.2	-7.0%
CC(=O)Nc1ccc(S(=O)(=O)N(C)CC(=O)OCC(=O)c2ccc3c(c2)NC(=O)CO3)cc1	-24.0%	-0.7	1.1%	6.1%	0.7%	-10.0	3.9	0.2	17.8%
Cc1ccc(NC(=O)c2cc(-n3cnnc3)ccc2Cl)cc1	-14.5%	-0.1	2.5%	5.3%	2.4%	11.7	3.5	0.3	18.3%
CCn1c(SCC(=O)N2CCOCC2)nnc1-c1ccco1	-7.0%	-0.1	-13.7%	-2.6%	2.5%	-3.5	0.1	4.9	-15.6%
O=C(CNC(=O)C(c1ccccc1)c1ccccc1)N/N=C\c1ccc(C(=O)O)cc1	-4.3%	-0.3	-13.9%	-3.9%	2.5%	9.2	9.1	-0.2	24.9%
Cc1ccc(C(C(=O)NC2CCCC2)N2CCCC(C)C2)cc1 (stereo unspecified)	-5.5%	-0.2	-0.6%	2.0%	6.7%	5.2	-0.1	0.3	25.8%
O=C(COC(=O)c1cc(-c2ccc(Cl)s2)nc2ccccc12)NCc1ccco1	-26.7%	0.9	?	12.4%[57.1 µM]	-17.1%	-8.1	-6.9	1.3	?
CC(=O)Nc1ccc2c(c1)Cc1cc(N3C(=O)C=CC3=O)ccc1-2	-22.4%	·	?	11.8%[57.1 µM]	-4.3%	·	·	·	?
